# From PubChem
# ER stress death = ER stress cell death inhibition | CSM14.1 thapsigargin ER stress survival, ATP luminescence | relative survival (cellular ATP), % at 15 µg/mL (by protocol) | hit rate 0.33% among 48,000 | AID 1010;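 active = survival measured by cellular ATP above 50% at 15 µg/ml in the first screen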;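 also: cell death triggered by about 15 µM thapsigargin; ATP read 24 h after thapsigargin was added; plate controls were thapsigargin with DMSO for no effect and DMSO without thapsigargin for full effect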
# Numbers without * were called inactive.
SMILES,ER stress death
COc1ccc(-n2c(SCC(=O)Nc3ccc(C)cc3)nc(O)c(Cc3ccccc3)c2=O)cc1,9.0
CCOC(=O)c1c(NC(=O)c2ccccc2OC)sc2c1CCCCC2,-0.8
O=C(CC1Sc2ccccc2NC1=O)Nc1ccc([N+](=O)[O-])cc1 (stereo not drawn),4.4
Cc1nc(N)sc1C(=O)N/N=C/c1ccc(O)cc1,-1.5
NC(=O)c1cc(NC(=O)COc2ccc(F)cc2)cc(C(N)=O)c1,7.8
CS(=O)(=O)N(CC(=O)Nc1ccc(Cl)cc1)c1cccc(C(F)(F)F)c1,0.4
CCCOc1ccc(-c2cc(C(=O)NCC3CCCO3)c3ccccc3n2)cc1 (stereo not drawn),-1.4
CC(C)(C)OC(=O)N1N=C(c2ccccc2)CC1(O)C(F)(F)F (stereo not drawn),0.5
Cc1[nH]c2ccccc2c1/C=C/c1nc2ccccc2c(=O)n1Cc1ccccc1,-2.6
Cc1ccc(S(=O)(=O)N2c3ccccc3C(Nc3ccccc3)CC2C)cc1 (stereo not drawn),3.7
CC(C)CNC(=O)c1cccc(NC(=O)C(c2ccccc2)c2ccccc2)c1,4.4
O=C(Nc1cccc(F)c1)c1ccc(I)cc1,4.1
N#Cc1c(/N=C/c2cc(Br)cc(I)c2O)sc2c1CCCC2,3.6
Cc1cc(C)c(NS(=O)(=O)c2cc([N+](=O)[O-])ccc2Cl)c(C)c1,0.2
COc1ccccc1/C=N/NC(=O)C(C)Oc1ccc(Cl)cc1 (stereo not drawn),9.5
CCOc1ccc(N2C(=O)CC(NCCNc3ccc([N+](=O)[O-])cn3)C2=O)cc1 (stereo not drawn),-5.2
O=C(NCc1cccc(F)c1)c1c(O)c2ccccc2[nH]c1=O,-1.5
O=C(O)CCCCCN1C(=O)C(=O)/C(=C(/O)c2ccc(Cl)cc2)C1c1ccc(F)cc1 (stereo not drawn),3.1
COc1ccc(NC(=O)CN(c2cccc(Cl)c2)S(C)(=O)=O)c(OC)c1,5.8
CSCCC(C(=O)O)N1C(=O)/C(=C/c2cccc(O)c2)SC1=S (stereo not drawn),9.0
C=CCOc1ccc(/C=N/NC(=O)C(=O)NCc2ccccn2)cc1,16.1
COc1ccccc1N1C(=O)CC(Nc2ccccc2)C1=O (stereo not drawn),1.6
C=CC(=O)NC(NC(=O)C=C)c1ccc(OC)c(OC)c1,0.5
Cc1cc(C)c(/C=N/NS(=O)(=O)c2ccc(Cl)cc2)c(C)c1,2.8
CCOc1ccccc1NC(=O)CSc1ccccn1,3.9

# Reprinted at random: 5 compounds from above, in no set order.
SMILES,ER stress death
Cc1[nH]c2ccccc2c1/C=C/c1nc2ccccc2c(=O)n1Cc1ccccc1,-2.6
C=CCOc1ccc(/C=N/NC(=O)C(=O)NCc2ccccn2)cc1,16.1
COc1ccccc1N1C(=O)CC(Nc2ccccc2)C1=O (stereo not drawn),1.6
CSCCC(C(=O)O)N1C(=O)/C(=C/c2cccc(O)c2)SC1=S (stereo not drawn),9.0
CCOC(=O)c1c(NC(=O)c2ccccc2OC)sc2c1CCCCC2,-0.8

# Later entries:
SMILES,ER stress death
O=C(NC(=S)NNc1ccccc1)c1cc2ccccc2oc1=O,8.1
COc1ccc(C(NC(C)=O)c2c(OC(C)=O)ccc3ccccc23)cc1 (stereo not drawn),14.1
COC(=O)COc1ccc(/C=C2\C(=O)NC(=O)N(c3ccc(OC)cc3)C2=O)cc1OC,4.4
O=C(/C=C/c1ccc(Cl)cc1)Nc1ccc2c(c1)OCO2,-0.7
CN(C)CCNC(=S)NC(=O)C12CC3CC(CC(C3)C1)C2,-3.5
CN(C)Cn1c(O)c(N=NC(=O)c2cccnc2)c2cc(Br)ccc21,3.2
CCOC(=O)c1c(-c2ccc(Br)cc2)csc1NC(=O)c1ccc(OCC)c(OCC)c1,6.0
CCCN1CCC(=NNC(=O)Cc2ccc(OC)cc2)CC1,-0.5
COc1ccc(CNC(=O)c2ccccc2N(Cc2ccccc2)S(=O)(=O)c2ccc(C)cc2)cc1,7.7
Cc1ccc(-n2c(O)c(C=NC3CCCCC3)c3ccccc3c2=O)cc1,7.9
COc1ccc(OC)c(S(=O)(=O)N2CCN(c3ccccc3)CC2)c1,2.5
COC(=O)CC12CC3CC(C1)CC(CC(=O)OC)(C3)C2,6.0
O=C(COc1ccccc1[N+](=O)[O-])Nc1ccc2oc(-c3cccc(F)c3)nc2c1,-2.7
CCc1cccc(C)c1NC1C=CS(=O)(=O)C1 (stereo not drawn),-8.1
O=C(O)c1ccccc1-c1ccc(/C=N/n2cnnc2)o1,5.9
Cc1cc2c(cc1C)N(C(=O)CSc1nccn1C)C(C)(C)c1ssc(=S)c1-2,11.1
COc1ccc(N(CC(=O)N(C)Cc2ccccc2)S(C)(=O)=O)c(OC)c1,10.8
N#Cc1c(Nc2ccc(F)cc2)ccnc1N,-0.3
O=C(NOC(=O)c1cccc(I)c1)c1ccc(Cl)cc1,-0.4
O=C(O)c1ccc(-c2ccc(/C=C3\SC(=S)N(Cc4ccccc4)C3=O)o2)cc1,12.5
Cc1ccc(N2CCN(C3=NC(=O)/C(=C/c4ccc(Cl)cc4)S3)CC2)cc1,0.9
COc1cc(C(=O)N/N=C/c2ccc(C)o2)cc(OC)c1OC,-1.5
CC(=O)CC(=O)NC12CC3CC(CC(C3)C1)C2,2.5
CCOP(=O)(OCC)C(Nc1cccc(C(F)(F)F)c1)c1cc(Cl)cc(Cl)c1OC (stereo not drawn),15.9
COc1ccc(C2C(C(C)=O)=C(Nc3ccc(Br)cc3)CC(C)(O)C2C(C)=O)cc1 (stereo not drawn),-6.0

# Next section.
SMILES,ER stress death
Cc1c(Cc2ccccc2)sc(NC(=O)CCc2ccccc2)c1C(N)=O,-0.9
CCOC(=O)c1ccccc1NC(=O)c1sc(NC(=O)Cc2ccc(OC)cc2)c(C(=O)OCC)c1C,7.8
O=C(c1ccc(N2CCNCC2)cc1)c1cccc(F)c1,-8.7
O=C(COc1ccc(Cl)cc1)NNC(=O)c1ccccc1[N+](=O)[O-],2.0
CC(C)NC(=O)CSc1nc2ccccc2[nH]1,6.6
CCc1ccccc1NC(=O)CN(c1ccc(F)cc1)S(=O)(=O)c1ccccc1,6.0
CCc1cccc(CC)c1NC(=O)c1cc(Cl)ccc1[N+](=O)[O-],2.0
COc1nc(NC(C)(C)C)nc(OC)n1,4.2
COc1cc(C(=O)Nc2nnc(CC(=O)NCc3ccccc3)s2)cc(OC)c1OC,-6.3
CCN(CC)C(=O)C1=CC2([N+](=O)[O-])CN(CC(=O)O)CC([N+](=O)[O-])(C1)C2 (stereo not drawn),-3.8
CC1(C(=O)O)CCC(C(=O)NC2CCCCC2)C1(C)C (stereo not drawn),6.9
COc1ccc(/C=C2/SC(=S)NC2=O)cc1I,-1.6
COc1cc(CN2CCN(Cc3ccccc3Br)CC2)cc(OC)c1O,-1.2
C=CCN1C(=O)NC(=O)/C(=C/C=C/c2ccco2)C1=O,-2.7
CC1CCCCN1c1ccc(C(=O)c2ccccc2)cc1F (stereo not drawn),-2.4
COc1cc(Sc2ccccc2[N+](=O)[O-])ccc1N,7.9
COC(=O)c1ccc(COc2ccc(-c3ccccc3)cc2)o1,3.1
CC1=C(C(=O)OCCc2ccccc2)C(c2ccccc2Cl)NC(=O)N1 (stereo not drawn),7.0
COc1ccc(OCCCCOc2ccc(C)cc2C)cc1,10.5
N#C/C(=C\c1cccs1)c1nc(-c2ccc(Cl)cc2Cl)cs1,1.9
COC(=O)CN1C(=O)/C(=C/c2ccc(OCc3ccc(Cl)cc3)c(OC)c2)SC1=S,14.7
Cc1ccc(NC2CC(C)N(C(=O)c3cccc(F)c3)c3ccc(C)cc32)cc1 (stereo not drawn),7.8
Cc1ccc(/C=C2\C(=O)NC(=O)N(Cc3ccccc3)C2=O)cc1,-0.9
COCCOC(=O)c1c(C)oc2ccc(NS(=O)(=O)c3cc(C)ccc3C)cc12,-2.7
C1=C(c2ccc(C3CCCCC3)cc2)N2CCN=C2S1,-6.6

# Reformatted: 2 of the compounds above.
SMILES	ER stress death
COc1cc(C(=O)Nc2nnc(CC(=O)NCc3ccccc3)s2)cc(OC)c1OC	-6.3
CCN(CC)C(=O)C1=CC2([N+](=O)[O-])CN(CC(=O)O)CC([N+](=O)[O-])(C1)C2 (stereo not drawn)	-3.8

# The listing continues:
SMILES,ER stress death
COc1ccc(-c2c(C)nn(-c3ccccc3)c2N)cc1OC,8.6
COc1ccc(-c2n[nH]c(=S)n2/N=C/c2cccs2)cc1,-1.0
CC/C(=N\NC(=O)c1ccc(C)o1)c1ccccc1O,0.8
Cc1ccc(NC(=O)c2cc([N+](=O)[O-])ccc2Cl)cc1Cl,6.1
O=S(=O)(Oc1ccccc1)c1cc(Cl)ccc1Cl,-15.3
COc1ccc(S(=O)(=O)N2CCC(CN3C(=O)c4cccc5cccc(c45)C3=O)CC2)cc1,-0.3
O=C(NCC(c1ccccc1)c1ccccc1)Nc1ccc(Cl)cc1,7.8
CSc1nnc(-c2ccc(C)cc2)o1,-4.4
O=C(CCNS(=O)(=O)c1ccccc1[N+](=O)[O-])N(Cc1ccccc1)Cc1ccccc1,5.2
O=C1C(C=NCCN2CCN(C(=S)Nc3ccccc3)CC2)=C(O)c2ccccc21,9.0
COc1ccc(COC(=O)C2=C(C)NC3=C(C(=O)CC(C)(C)C3)C2c2coc3ccc(C)cc3c2=O)cc1 (stereo not drawn),11.2
COc1ccc(C2C3=C(CCCC3=O)OC3=C2C(=O)CCC3)cc1,3.3
CN1CCN(C(=O)Nc2ccccc2)CC1,-3.4
O=C(Nc1ccc2oc(-c3ccccc3)nc2c1)c1ccc(Br)o1,-5.0
COc1ccc(OC)c(C(=O)c2ccc(C(=O)NCc3ccccc3)cc2)c1,6.1
COc1ccccc1N(CC(=O)NCCOc1ccc(Cl)cc1)S(=O)(=O)c1ccccc1,-2.7
Cc1onc(-c2ccccc2)c1C(=O)NCCNc1c(Cl)cccc1[N+](=O)[O-],6.1
O=C(c1ccccc1)N1N=C2CCCCCC2C1(O)C(F)(F)F (stereo not drawn),12.9
CCc1ccccc1N(CC(=O)Nc1ccc(C)c(C)c1)S(C)(=O)=O,-0.1
C=CCOc1c(Br)cc(/C=C2\C(=O)NC(=O)N(c3ccccc3)C2=O)cc1OC,0.0
COc1ccc(NC(=O)C(=O)NCCc2ccc(OC)c(OC)c2)cc1Cl,7.6
Cc1n[nH]c(C)c1Sc1ccccc1N=Cc1cc(Br)ccc1O,2.8
O=C(Nc1ccc([N+](=O)[O-])cc1)C1CC(=O)N(c2ccc(Cl)cc2)C1 (stereo not drawn),2.3
CC1C(c2ccc(Cl)cc2)NC(c2ccc(Cl)cc2)C(C)C1O (stereo not drawn),-3.7
COC(=O)c1ccccc1NC(=O)COc1ccc(Cl)c(C)c1,6.4

# A second format for part of the listing above:
molecule	ER stress death
O=C(c1ccccc1)N1N=C2CCCCCC2C1(O)C(F)(F)F (stereo not drawn)	12.9
CCc1ccccc1N(CC(=O)Nc1ccc(C)c(C)c1)S(C)(=O)=O	-0.1
C=CCOc1c(Br)cc(/C=C2\C(=O)NC(=O)N(c3ccccc3)C2=O)cc1OC	0.0
COc1ccc(NC(=O)C(=O)NCCc2ccc(OC)c(OC)c2)cc1Cl	7.6
Cc1n[nH]c(C)c1Sc1ccccc1N=Cc1cc(Br)ccc1O	2.8

# Later entries.
SMILES,ER stress death
COc1ccc(CNC(=O)COc2ccc(OC)cc2)cc1,5.6
O=C(c1ccccc1I)N1CCN(c2ccccc2)CC1,2.9
O=C1NC(=O)N(c2ccc(Cl)cc2)C(=O)/C1=C/c1ccc(N2CCOCC2)o1,-4.8
COc1cccc(C(=O)NNC(N)=O)c1,3.3
Cc1ccc(OCCNC(=O)CCc2ccccc2)cc1,7.6
CNc1ccc([N+](=O)[O-])cc1-n1cnc(-c2ccc([N+](=O)[O-])cc2)c1,4.5
COc1ccccc1Cc1noc(/C=C/c2ccccc2)n1,-2.2
CN1C(=O)NC(=O)/C(=C/c2cn(Cc3ccccc3)c3ccccc23)C1=O,15.0
Cc1n[nH]c(C)c1Sc1ccccc1N=Cc1ccccc1O,7.1
COc1ccc(CCC(=O)Nc2cc([N+](=O)[O-])ccc2C)cc1,9.8
COc1ccc(OC)c(/C=N/N=C2\NC(=O)C(C)S2)c1 (stereo not drawn),-1.5
COc1cc(C(=O)N(C)Cc2ccccc2)c([N+](=O)[O-])cc1OC,9.4
COc1ccc(OC)c(CN2CCN(S(C)(=O)=O)CC2)c1,-1.7
O=C(Nc1cccc(-c2nc3ccccc3[nH]2)c1)c1ccc2c(c1)OCCO2,-1.5
O=c1/c(=C/c2ccco2)sc2nnc(-c3ccccc3)n12,4.3
CN(C)c1ccc(/C=N/N2CCN(c3ccccn3)CC2)cc1,6.6
Cc1cc(/C=N/NC(N)=S)c(C)n1-c1ccc(F)cc1,3.8
COc1ccc(/C=C2/SC(NC(C)=O)=NC2=O)c(OC)c1,-5.6
O=C(Cc1ccc(Cl)cc1)c1ccc2c(c1)OCCO2,15.5
CC(Nc1cc(N2CCN(C)CC2)ccc1[N+](=O)[O-])c1ccc(Br)cc1 (stereo not drawn),-1.9
CC(C)(C)c1ccc(CC2CC2(Cl)Cl)c([N+](=O)[O-])c1 (stereo not drawn),10.6
Cc1cc(Cl)ccc1NC(=O)c1cccc(I)c1,1.7
Cc1cc(C)c2nc3s/c(=C/c4cccn4-c4ccc([N+](=O)[O-])cc4)c(=O)n3c2c1,3.1
COc1ccc(C2CC(=O)C3=C(C2)Nc2ccccc2NC3c2cccc(F)c2)cc1 (stereo not drawn),5.9
COC(=O)c1cc(-c2ccc(OC)cc2)nc2ccc(Br)cc12,5.0

# (continued)
SMILES,ER stress death
CC1=NNC(=O)C1CC(=O)N/N=C/c1cccc([N+](=O)[O-])c1 (stereo not drawn),0.8
CCCCOC(=O)Cn1c(=N)n(CCN2CCOCC2)c2ccccc21,-4.7
C=CCOc1c(Br)cc(/C=C2/C(=O)NC(=O)N(c3ccccc3F)C2=O)cc1OCC,-1.1
COC(=O)/C=C(\C)NCCN/C(C)=C/C(=O)OC,-1.2
CCCOC(=O)c1ccc(NC(=O)COc2ccc(CC)cc2)cc1,-1.8
Cc1c(NC(=S)NC(=O)c2ccc(Cl)cc2)cccc1-c1nc2ncccc2o1,2.9
COc1ccc(NC(=O)C2CC(=O)N(c3ccc(F)cc3)C2)c(OC)c1 (stereo not drawn),1.7
CCOc1ccc(NC(=O)C2=C(C)NC(=O)NC2c2ccc(Cl)cc2Cl)cc1 (stereo not drawn),8.6
O=C1NC(=S)N/C1=C\c1ccccc1,1.0

# Not all compounds are listed; count on the stated rates, not on these rows.
